Compound activity from PubChem.
MEKK2 WT-MEK5 = modulators of MEK5 binding to wildtype MEKK2, primary screen, biochemical, multiplex bead flow cytometry, Alexa488-MEK5; Mitogen-activated protein kinase kinase kinase 2 (Homo sapiens), Q9Y2U5; Alexa488-MEK5 binding to MEKK2 WT; actives lie on both sides; binding response (% of control), % at 10 µM; 290,000 tested, 1.1% active; in the data active means binding response below about 67% or above about 130%
OXTR potentiate = human OXTR potentiators, primary screen, fluorescence, CHO-OTR cells, Fluo-8 calcium. 320,000 tested, 0.061% active. activation, % at 3 µM. Oxytocin receptor (Homo sapiens), P30559. Fluo-8 calcium fluorescence, potentiator mode; 0% = oxytocin EC15, 100% = EC100;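 active means activation above that plate's cutoff, the mean activation of tested compounds plus 3 SD, cut at about 6.6% in these data, passing the limit was not always enough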;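 further: 100% uses oxytocin at 75 nM as the full agonist control; some results filed as inactive read as strong as hits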
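Assay system: CHO cell line stably expressing human OTR. Reagent: EC15 oxytocin agonist. Dosing: single dose, 3.0 µM nominal final compound concentration. Timing: compound 6 min at room temperature before oxytocin, 100 s read. Signal: kinetic Fluo-8 calcium fluorescence. Controls: oxytocin EC15 low and EC100 high.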
OXTR agonist = human OXTR agonists, primary screen, fluorescence, CHO-OTR cells, Fluo-8 calcium; Fluo-8 calcium fluorescence; normalized: DMSO 0%, oxytocin 100%; activation, % at 3 µM; 320,000 tested, 0.32% active; AID 2435, 2010;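 active means activation above the mean of all tested compounds plus 3 SD, cutoff set per screening run, cut at about 20% in these data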;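 further: peak over basal fluorescence ratio from a 100 s FLIPR kinetic read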
NALP1 yeast inh = NALP1 inflammasome inhibitors in reconstituted yeast, colorimetric, S. cerevisiae, triplicate retest; S. cerevisiae NALP1/ASC/caspase-1 growth, X-gal OD620, 72 h; inhibition, % at 10 µM; 280,000 tested, 0.61% active; in the data active means inhibition mostly above about 24%, no sharp cut-off; inactive means mostly below about 32%; further: some compounds called inactive have numbers as strong as hits
V1R ag counter = agonists of human V1a receptor, primary screen, counter-screen for OXTR agonist project, fluorescence, CHO-V1R cells. Vasopressin V1a receptor (Homo sapiens), P37288. activation, % at 3 µM. 320,000 tested, 0.25% active. Fluo-8 calcium fluorescence, agonist mode; 0% DMSO, 100% 3 nM vasopressin;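 active means activation above the mean activation of all tested compounds plus 3 SD, per screening run, cut at about 20% in these data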;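 further: signal is peak over basal fluorescence ratio across a 100 second FLIPR read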
Target sequence (P37288 whole entry, looked up): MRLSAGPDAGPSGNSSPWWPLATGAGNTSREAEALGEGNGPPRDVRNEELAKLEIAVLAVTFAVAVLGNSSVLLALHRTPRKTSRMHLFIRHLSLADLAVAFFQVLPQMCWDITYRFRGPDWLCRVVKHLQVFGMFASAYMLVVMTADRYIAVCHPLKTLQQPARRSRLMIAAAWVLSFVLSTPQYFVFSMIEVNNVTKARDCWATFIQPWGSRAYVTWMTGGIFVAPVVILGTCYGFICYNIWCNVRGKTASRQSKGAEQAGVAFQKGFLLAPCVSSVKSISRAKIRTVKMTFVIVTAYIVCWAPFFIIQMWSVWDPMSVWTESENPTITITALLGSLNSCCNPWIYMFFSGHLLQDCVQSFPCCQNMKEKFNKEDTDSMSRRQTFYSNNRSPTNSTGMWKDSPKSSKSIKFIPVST
GalR3 antagonist = GalR3 antagonists in HEK293 cells, primary screen, cell-based, fluorescence readout; Galanin receptor type 3 (Homo sapiens), O60755; HEK293 GalR3-CNG cAMP membrane potential fluorescence; galR3 body fused to GalR1 C-terminus; inhibition, % at 3 µM; 360,000 tested, 0.44% active;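 active means inhibition above the screen-wide average plus 3 SD, cut at about 13% in these data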;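 further: forskolin and galanin both at EC90 stimulate the cells; cAMP rise reported by CNG channel membrane potential dye signal; 0% = forskolin plus galanin with DMSO and 100% = forskolin alone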
Target sequence (O60755 1-299 limits assumed): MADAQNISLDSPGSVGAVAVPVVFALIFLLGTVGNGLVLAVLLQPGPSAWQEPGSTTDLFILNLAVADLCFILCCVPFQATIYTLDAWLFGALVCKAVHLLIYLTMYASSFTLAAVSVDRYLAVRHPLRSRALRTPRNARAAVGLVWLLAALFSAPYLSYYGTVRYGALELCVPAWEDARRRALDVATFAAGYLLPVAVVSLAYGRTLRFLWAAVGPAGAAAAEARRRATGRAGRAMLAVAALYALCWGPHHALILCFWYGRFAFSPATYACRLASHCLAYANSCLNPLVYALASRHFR
GPR7 antagonist = GPR7 receptor antagonists, primary screen, cell-based, fluorescence, single concentration; GPR7-expressing cells, fluorescence antagonist assay; inhibition, % at 4.4 µM; 290,000 tested, 1.1% active; AID 1861, 2009; in the data active means inhibition above about 16%, passing the limit was not always enough;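 further: cells stimulated with the agonist NPW; 0% = agonist with vehicle and 100% = vehicle without agonist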
Target sequence (P48145 whole entry, looked up): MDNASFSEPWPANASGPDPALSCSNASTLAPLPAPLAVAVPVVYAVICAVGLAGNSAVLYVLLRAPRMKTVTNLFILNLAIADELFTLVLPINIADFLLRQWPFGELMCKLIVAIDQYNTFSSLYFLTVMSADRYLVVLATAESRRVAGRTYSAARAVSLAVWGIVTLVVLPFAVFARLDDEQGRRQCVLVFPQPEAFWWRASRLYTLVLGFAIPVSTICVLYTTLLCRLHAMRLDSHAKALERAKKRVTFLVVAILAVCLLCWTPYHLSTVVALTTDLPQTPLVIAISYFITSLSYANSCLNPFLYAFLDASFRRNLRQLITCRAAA
PfM18AAP inh = PfM18AAP inhibitors, malaria aminopeptidase, primary screen, biochemical, QFRET, recombinant enzyme; M18 aspartyl aminopeptidase (Plasmodium falciparum 3D7); H-Glu-NHMec fluorogenic cleavage; inhibition, % at 7.35 µM; 290,000 tested, 1.2% active;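 active means inhibition above the campaign mean inhibition over all tested compounds plus 3 SD, cut at about 28% in these data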;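 further: 0% = plate median of test compound wells and 100% = 2 mM ZnCl2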
MEKK2 mut-MEK5 = MEK5 binding signal on mutant MEKK2 PB1, primary screen, biochemical, multiplex bead flow cytometry, Alexa488-MEK5; Alexa488-MEK5 binding to MEKK2 mutant; percent response, % at 10 µM; 290,000 tested, 0.35% active; in the data active means percent response above about 24%, passing the limit was not always enough; further: inactives centre near 1; some results filed as inactive read as strong as hits
An asterisk follows results filed as active; · = not tested or not shown; [ ] = remark or other dose.

SMILES	MEKK2 WT-MEK5	OXTR potentiate	OXTR agonist	NALP1 yeast inh	V1R ag counter	GalR3 antagonist	GPR7 antagonist	PfM18AAP inh	MEKK2 mut-MEK5
CCOC(=O)C1CCCN(C2=C(NS(=O)(=O)c3ccc(Br)cc3)C(=O)c3ccccc3C2=O)C1 (stereo unspecified)	93	-2	-1.7	9	1.5	4	-15	2	-1
NS(=O)(=O)c1ccc(N2CCCCCC2)c([N+](=O)[O-])c1	89	-3	2.0	25	2.6	-7	-6	4	-10
COc1ccc(Cl)cc1N1C(=O)CC(N2CCc3ccccc32)C1=O (stereo unspecified)	102	-6	-2.8	-6	-0.7	-1	-6	-1	-1
Cc1ccccc1C(=O)NNC(=O)c1cc(N)cc([N+](=O)[O-])c1	101	-11	0.5	15	1.2	-3	7	13	-3
Cc1ccc(C(=O)OCC(=O)Nc2cccc(S(=O)(=O)NC3=NCCCCC3)c2)c(C)c1	99	-7	-0.5	20	1.3	-4	-17	-4	4
CCOc1ccc(CNCCCSc2ncccn2)cc1OC	121	-11	-0.1	0	0.5	-9	-17	0	21
O=C(COc1ccc(S(=O)(=O)NC2CCCCC2)cc1)NCCC1=CCCCC1	97	-12	-0.9	15	0.4	-3	3	7	4
O=C1CCCC(O)=C1N=Nc1cccc(C(=O)O)c1	103	-16	-0.3	16	-0.2	-4	-3	11	0
O=C(Nc1ccc(Cl)cc1)c1ccncc1	102	-8	-0.3	31	0.5	-3	-11	0	4
COc1cccc(OC)c1OCc1cc(C2C3CCCC=C3C(C#N)=C(N)C2(C#N)C#N)c(C)cc1C (stereo unspecified)	93	-6	0.0	28	0.5	-3	-11	36*	0
CCOC(=O)N1CCN(S(=O)(=O)c2ccc(C(=O)Nc3nc4ccc(F)cc4s3)cc2)CC1	·	4	0.8	22	0.3	-11	9	-3	·
O=C(/C=C/c1ccc(F)cc1)c1ccc(N2CCOCC2)cc1	113	-9	8.0	21	6.8	0	-8	-12	18
CN1CCN(C(=O)/C(=C/c2ccccc2F)NC(=O)c2ccccc2)CC1	100	-6	1.2	6	0.1	8	0	8	-3
O=c1[nH]c(CCC2CCCC2)nc2ccccc12	89	5	-2.7	-23	3.2	7	-11	-3	-2
Cc1nn(C)c(C(=O)Nc2ccn(Cc3c(F)c(F)cc(F)c3F)n2)c1[N+](=O)[O-]	·	-2	2.4	41	1.5	-6	-4	2	·
COc1ccc(OCCSc2nnc(-c3ccccc3)n2N)cc1	102	-1	-1.7	8	-0.1	-1	9	-10	3
CC(OC(=O)/C=C/c1ccc2ccccc2n1)C(=O)NCc1ccccc1 (stereo unspecified)	·	-9	2.3	·	4.7	-3	·	·	·
O=C(C[n+]1cc(-c2ccc(Cl)cc2)n2c1CCC2)Nc1nc(-c2ccccc2)cs1	146*	-15	-1.1	7	0.1	-4	-8	-5	28
COc1ccc(-n2ncc3c(N(C)C4CCCCC4)ncnc32)cc1	101	-6	-0.9	18	-1.1	-1	-16	3	1
O=C(O)c1ccc(NS(=O)(=O)c2ccc3nnn(O)c3c2)cc1	93	-4	0.5	9	0.0	-2	-6	0	-3
CN(C)S(=O)(=O)Nc1ccc2c(c1)Cc1ccccc1-2	100	-11	2.9	7	-0.3	-2	2	6	3
CCOc1ccc(C=NNC(=O)c2ccc(-n3cnnn3)cc2)cc1	·	1	0.8	·	0.3	-4	·	·	·
Cc1cc(SCc2cccc(Cl)c2)nc(=O)[nH]1	97	-4	-0.7	2	0.9	0	3	-1	-6
O=C(Nc1ccccc1F)c1ccn[nH]1	87	4	1.4	-18	0.4	-7	-8	-2	-6
Cc1ccc(-c2cc(C(F)(F)F)n3ncc(C(=O)N4CCCCC4c4cccnc4)c3n2)cc1 (stereo unspecified)	91	-5	-1.9	11	-0.2	-2	2	0	-10

Three entries already listed, sorted by their value in MEKK2 mut-MEK5, rising:
SMILES | MEKK2 mut-MEK5
Cc1ccccc1C(=O)NNC(=O)c1cc(N)cc([N+](=O)[O-])c1 | -3
O=C1CCCC(O)=C1N=Nc1cccc(C(=O)O)c1 | 0
O=C(/C=C/c1ccc(F)cc1)c1ccc(N2CCOCC2)cc1 | 18

Going on with the list:
SMILES	MEKK2 WT-MEK5	OXTR potentiate	OXTR agonist	NALP1 yeast inh	V1R ag counter	GalR3 antagonist	GPR7 antagonist	PfM18AAP inh	MEKK2 mut-MEK5
CS(=O)(=O)c1ccc(-c2cccc(NC(=O)COc3ccc(Cl)cc3)c2)nn1	95	-7	6.3	19	14	-7	5	-3	-11
COc1ccccc1NC(=O)CSc1nnc(CC(=O)Nc2ccccc2C)n1C	97	-3	-0.7	10	0.0	-10	-2	-2	-3
O=C(/C=C/c1cc([N+](=O)[O-])ccc1OC(F)F)NCc1ccc(F)cc1	107	0	-1.3	6	-0.9	-2	-2	-1	-10
Cc1ccc(C(=O)N2CCOCC2)cc1S(=O)(=O)N1CCCCC1	95	-10	-0.5	-1	-0.1	2	-17	6	-1
CC(C)N(C(=O)Cn1c(-c2ccccc2Cl)nc2ccccc21)c1ccccc1	98	-5	-0.9	25	0.7	5	9	-12	-2
CC(C)=CC(=O)Nc1ccc(Cl)cc1	101	-5	-1.7	28	0.6	3	-15	3	3
Cc1nc2ccccc2n1CC(=O)OCC(=O)N1CCC(C)CC1	·	-9	7.2	·	8.4	-6	·	·	·
COc1ccc(NC(=O)Nc2ccc(F)c(F)c2)c(OC)c1	107	-2	0.5	1	3.2	-1	-12	1	6
Cc1ccc(C(=O)Nc2cccc(-c3cnc4ccccc4n3)c2)cc1	97	-6	-0.3	14	0.0	-12	-9	1	2
Cc1nn(Cc2c(Cl)cccc2Cl)c(C)c1N	98	-3	-0.2	-2	0.3	-4	-15	-6	2
COc1ccc(N2C(=O)/C(=C\c3ccco3)N=C2SCC(=O)NC(C)(C)C)cc1Cl	101	-10	-2.4	21	-0.1	4	-1	-2	3
CSc1ccccc1Sc1cc(C(=O)O)c2ccccc2n1	101	-1	0.5	10	0.0	8	6	8	0
Nc1nc(Cl)nc(N(c2ccccc2)c2ccccc2)n1	96	-4	-1.6	8	0.6	-2	-13	-3	-2
COCCCN1CC(=O)N2C(c3ccc(OC)c(OC)c3)c3[nH]c4ccccc4c3C[C@H]2C1=O (stereo partly specified)	104	-5	0.2	7	3.2	-9	-8	-5	5
Cn1c(C(=O)O)ccc1S(=O)(=O)N(Cc1ccccc1)Cc1ccccc1	85	-9	-1.6	14	1.0	-7	-6	-9	-7
CC(OC(=O)Cc1c[nH]c2ccccc12)C(=O)c1ccccc1 (stereo unspecified)	·	-6	-0.7	·	0.2	-4	·	·	·
CCOC(=O)CN1N=C(c2ccc(Cl)cc2)CCC1=O	103	-11	-1.8	15	1.1	-11	8	-1	3
CC(=O)Nc1ccccc1NC(=O)c1cccc2ccccc12	85	-2	-0.7	21	0.7	-2	-1	-7	-2
COc1ccc(/C=C/C(=O)Nc2ccc(N3CCOCC3)cc2)cc1	102	-4	0.8	22	-0.2	1	5	6	0
Cc1c(/C=C2\SC(=O)N(CC(=O)Nc3ccc4c(c3)OCO4)C2=O)c2ccccc2n1C	-2.0*[inhibitor]	-7	-1.2	-14	-0.8	-7	-6	-5	-21
O=C(O)C(=O)Cc1c[nH]c2ccccc12	104	3	2.4	22	3.3	-1	-3	12	4
O=C(c1c(F)cccc1F)N(C1CCCCC1)C1CCCCC1	104	3	-2.2	-6	-1.1	-4	-23	3	11
CC1CN(CC(=O)Nc2ccc(Br)cn2)CC(C)O1 (stereo unspecified)	105	-4	-0.5	27	0.9	-2	1	4	1
CC1=CC(=C(C#N)C#N)C=C(C)N1CCN1CCN(C(=O)Nc2ccc(Cl)c(Cl)c2)CC1	111	5	0.3	37	0.1	0	-1	0	6
CCn1ncc(Cl)c1C(=O)NC(=S)Nc1ccccc1Br	108	-6	-0.7	2	-0.8	5	-16	8	7

New compounds follow
SMILES	MEKK2 WT-MEK5	OXTR potentiate	OXTR agonist	NALP1 yeast inh	V1R ag counter	GalR3 antagonist	GPR7 antagonist	PfM18AAP inh	MEKK2 mut-MEK5
CCOc1ccc(Cc2nnc(SCC(N)=O)n2C)cc1	111	2	0.8	16	4.5	-4	-9	-3	0
O=C(CCC(=O)Nc1ccc(F)cc1)N/N=C/c1ccccc1	99	-10	0.1	12	1.2	-2	1	-2	3
Cc1cccc(C)c1OCCCN1CCCC1	103	-10	0.4	4	0.1	1	-1	-10	14
CCOc1ccc2nc(NC(=O)c3c([N+](=O)[O-])cnn3CC)sc2c1	95	6	-0.1	28	1.3	1	-1	3	-1
CCN(CC(=O)Nc1ccc(NC(C)=O)cc1)C(=O)c1c(C)nn(-c2ccc(F)cc2)c1Cl	·	-3	1.5	·	0.6	-4	·	·	·
CCNC(=O)CC1C(=O)N(CC)C(=S)N1NC(=O)c1cccnc1 (stereo unspecified)	87	-16	1.2	6	-0.6	3	-4	10	-10
CCOc1ncccc1C(=O)Nc1ccc(-c2cn3ccsc3n2)cc1	102	-2	-0.8	3	-0.8	-5	2	-5	2
O=C(CNc1cccc(S(=O)(=O)N2CCCCCC2)c1)Nc1cccc([N+](=O)[O-])c1	·	-11	14	·	10	-7	·	·	·
O=C(Nc1ccccc1OCc1ccccc1)c1ccccc1Br	99	0	-1.6	11	-0.8	-11	-1	-1	-2
O=C(CNC(=O)c1ccc(Cl)cc1Cl)OCC(=O)c1ccc2c(c1)OCCO2	100	-4	0.3	3	0.0	-2	0	2	1
CCCCNc1nnc(SCC(=O)c2c(N)n(C3CC3)c(=O)[nH]c2=O)s1	·	-1	2.5	·	0.6	-2	·	·	·
NC1=NC[C@H](c2ccccc2)N1CC1CCCCC1	111	-2	0.8	·	-0.2	0	·	·	6
Cc1ccc(OCc2nnc(SCC(=O)NC3CCCCC3)n2C)cc1	95	-6	-2.0	-1	-0.7	0	·	·	4
Cc1ccc(C(=O)Cn2c(=N)n(N)c3ccccc32)cc1	110	-5	-1.0	10	-0.1	-2	-4	-2	1
CCC(C(=O)Nc1ncccn1)(C(F)(F)F)C(F)(F)F	102	-20	0.7	·	0.2	-3	-17	-3	1
COc1ccc2c(c1)CCc1sc(NC(=O)c3ccco3)nc1-2	107	-3	-0.7	-19	-2.1	·	0	-2	5
C1=C(N2CCOCC2)/C(=C/c2nc3ccccc3[nH]2)CC1	100	-18	0.6	22	2.5	·	·	·	4
CCOc1cccc2cc(C(=O)Nc3cc(C)on3)c(=O)oc12	100	3	0.1	-1	1.0	-6	1	2	8
Cc1ccc(C(C)C)c(OCC(=O)OCC(=O)NC2CC2)c1	·	-8	5.8	·	7.4	-1	·	·	·
O=C(O)CSCC(=O)Nc1cccc(C(F)(F)F)c1	93	1	0.8	6	0.3	-7	-9	3	-8
CCc1ccc(C(=O)CN2C(=O)C(C)N(c3ccc(C)cc3)C2=O)cc1 (stereo unspecified)	103	-8	-1.4	19	1.1	-6	-5	3	0
